# HT1080 IDH1KD tx: toxicity to HT-1080 IDH1 knockdown cells (counter line) | HT-1080 IDH1 knockdown viability, ATP luminescence, 48 h | 360,000 tested, 2% active | Potency, µM (doses to about 46.1 µM), inactives show top-dose activity, negative = toxicity, actives largely listed as cytotoxic;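 further: potency means the concentration at half of the fitted maximal effect; 0% = DMSO wells and -100% = cell-free medium wells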
#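 In this qHTS, HT-1080 cells depleted of IDH1 are exposed for 48 h at 37 °C to compound titrations. Toxicity is scored from CellTiter-Glo luminescence, with DMSO as full viability and medium alone as none.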
# KB-3-1 cytotox: kills parental KB-3-1 adenocarcinoma cells; Potency, µM (titrated, usually from 46.1 µM), without a hit: at the highest dose activity change, negative = cytotoxic, most hits filed as cytotoxic; 400,000 tested, 1.4% active; AID 1347075; KB-3-1 viability, CellTiter-Glo ATP luminescence, 72 h; further: potency means the concentration at half of the fitted maximal effect; on the % scale 0 is the no-effect control and ±100 the full control effect; nearly all actives have a fitted effect of over 60% in size
#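 KB-3-1 parental drug-naive adenocarcinoma cells in DMEM/10% FBS, incubated 72 h at 37 C with pin-transferred compounds across a concentration series. Viability by CellTiter-Glo luminescence; concentration-response curves fitted after normalization.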
# ATXN viability: viability counter-screen for ATXN expression inhibitors; AID 651635; Potency, µM (titrated, usually from 56.7 µM), actives largely listed as cytotoxic; 400,000 tested, 0.49% active; S2 cells (HEK-293 line with an ATXN2-luciferase reporter) viability, CellTiter-Fluor protease fluorescence, 24 h; further: potency means the concentration at half of the fitted maximal effect; nearly all actives have a fitted effect of over 40% in size
# HepG2 tox: counter-screen for TGF-b inhibitors: cytotoxicity in HepG2 cells; 410,000 tested, 0.76% active; HepG2 CAGA-GFP viability, ATP luminescence, 18 h; Potency, µM (titrated, usually from 46.1 µM), inactives show at the top dose activity change, negative = cytotoxicity, hits mostly cytotoxic; further: potency means the concentration at half of the fitted maximal effect; some results filed as inactive show a strong effect at the top dose
#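 HepG2 CAGA-GFP cells (1000/well, DMEM with 1% FBS) received compound, then TGF-beta at 500 pg/mL final, and were incubated 18 hours at 37 degrees C. Viability was read by CellTiter-Glo luminescence. Media-only wells were set as complete cell-killing and DMSO as no toxicity.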
# HT1080NT lethal: kills 2HG-producing HT-1080-NT fibrosarcoma cells. AID 686970. 360,000 tested, 1.6% active. Potency, µM (series often up to 46.1 µM), for the others: top-dose activity, negative = less viability, actives largely listed as cytotoxic. HT-1080-NT fibrosarcoma viability, CellTiter-Glo ATP luminescence, 48 h;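 further: NT is the 2HG producing partner of a matched IDH1 knockdown line; potency means the concentration at half of the fitted maximal effect; 0% = DMSO-treated cells and -100% = media-only wells without cells; nearly all actives have a fitted effect of over 55% in size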
#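 Fibrosarcoma NT cells, 750 per well in 5% FBS RPMI, were exposed to compound for 48 hours. Viability: CellTiter-Glo luminescence.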
# ATXN2 expr inh: reduces ATXN2 reporter expression in HEK-293 cells; 360,000 tested, 0.72% active; HEK-293 ATXN2-luciferase reporter, luminescence, 24 h; Potency, µM (highest dose often 57 µM), without a hit: top-dose activity change, negative = inhibition, most hits filed as inhibitors; AID 1745845; further: potency means the concentration at half of the fitted maximal effect; on the % scale 0 is the no-effect control and ±100 the full control effect; nearly all actives have a fitted effect of over 55% in size
#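 qHTS (up to 57 uM final) was run with 24 h compound exposure of reporter cells at 37 °C. Each well was multiplexed: SteadyGlo luminescence measured ATXN2-luciferase expression after a fluorogenic Gly-Phe-AFC viability readout (25 uM final).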
# SW480 rereplic: inducers of DNA re-replication in SW480 colon cancer cells. SW480 DNA re-replication, Hoechst DNA content imaging, 48 h. Potency, µM (top dose mostly 46.1 µM), inactives show at the highest dose re-replication activation, actives largely listed as activators. 340,000 tested, 1.8% active; further: potency means the concentration at half of the fitted maximal effect; % of control where 0% means no effect; nearly all actives have a fitted effect of over 55% in size
#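 Image-based read-out: total Hoechst fluorescence of nuclei (405 nm excitation, 500-530 nm emission), with hits raising the fraction of high-intensity nuclei. SW480 colon cells incubated 48 hr with compounds at 37 C.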
# MCF10A rereplic: induces DNA re-replication in MCF 10a normal breast cells | MCF 10A DNA re-replication, Hoechst nuclear intensity, 48 h | Potency, µM (doses to about 46.1 µM), for inactives: top-dose activity, positive = re-replication, hits mostly activators | 350,000 tested, 2.9% active; further: potency means the concentration at half of the fitted maximal effect; % of control where 0% means no effect; nearly all actives have a fitted effect of over 50% in size
# IL-1B inflam inh: inflammasome signaling inhibition, IL-1 beta readout. 360,000 tested, 4.7% active. activity change, % at 57.5 µM. THP-1 LPS/ATP IL-1B secretion, AlphaLISA, 16 h; hits give low values; in the data active means activity change below about -50%; inconclusive means mostly about -30% to -49%; further: on the % scale 0 is the no-effect control and ±100 the full control effect
#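 Secreted IL-1B measured by AlphaLISA bead assay after 16 h compound exposure of THP-1 cells; compounds (final up to 57.5 uM) added 1 h before LPS (250 ng/mL) and ATP (1.25 mM) stimulation; lower signal means less secretion.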
# * marks the source's active call; other numbers are inactive results; i = inactive; ? = inconclusive; . = no result given; & = joins results of further samples; ! = not active in a repeat; [ ] = remark or other dose. Unless noted, the call rests on the fitted dose curve; in most records, active means well fitted curve in the direction sought with a large enough effect; inconclusive means small, poorly fitted or top-dose-only effect, or another doubt; inactive means no such curve, though single readings can be large; an effect the other way counts as inactive or inconclusive. Not all compounds are listed (hit frequency here may not be typical).
SMILES,HT1080 IDH1KD tx,KB-3-1 cytotox,ATXN viability,HepG2 tox,HT1080NT lethal,ATXN2 expr inh,SW480 rereplic,MCF10A rereplic,IL-1B inflam inh
Nc1ccncc1Cl,-4%,-5%,i,-17%,-3%,.,8%,-1%,-5
Cc1ccc[n+](CC(O)Cn2c3ccccc3c3ccccc32)c1 (stereo not given),5%,2%,i,-16%,19%,-8%,-1%,16%,7
Cc1cc(C=C2C(=O)N(C)C(=S)N(C)C2=O)c(C)n1C1CCCCC1,6%,-4%,i,11%,8%,9%,4%,-7%,-1
O=C(Nc1nnc(-c2ccco2)o1)c1cccc2ccccc12,-27%,-1%,i,-16%,-15%,?,2%,?,9
COC(=O)C1=C(c2cccc(C#N)c2)C[C@@H]2CC[C@H]1N2C(=O)N1CCOCC1,-2%,-2%,i,-2%,2%,-12%,-10%,6%,18
Cc1ccc(-n2c(C)cc(/C=C3/C(=O)NC(=O)N(C)C3=O)c2C)cc1,0%,0%,i,-11%,-4%,.,1%,0%,25
Cc1ccc2c(C)c3ccc4ccccc4c3c[n+]2c1,23µM*,?,i,-9%,-29%,?,4%,1%,-66*
COc1cc(C)c(CN2CCN(c3ccccc3)CC2)cc1C,-8%,-2%,i,-24%,-7%,-14%,-13%,8%,-4
Cn1c(O)c(C(=N)COc2cccc(Cl)c2)c(=O)n(C)c1=O,10%,0%,.,-3%,2%,.,-26%,-2%,?
O=C(CN1CC(c2ccccc2)CC1=O)Nc1ccccc1 (stereo not given),8%,?,i,-1%,7%,0%,-4%,1%,?
Cc1cc(-c2cc(C)c(N)c(C)c2)cc(C)c1N,-2%,0%,i,-6%,6%,13%,-17%,-7%,-3
CC(C(=O)c1c[nH]c2ccccc12)N1CCSCC1 (stereo not given),-4%,-2%,i,-35%,-11%,8%,-3%[9.22 µM],-5%,-6
C[C@]12CCC3C(CC[C@H]4[C@H](O)[C@H](O)CC[C@]34C)C1CC[C@@H]2O (stereo not given in full),8%,4%,i,-5%,-2%,-7%,-12%,5%,38
Cc1ccc(CNCCc2ccc(F)cc2)s1,7%,-4%,i,-13%,-2%,-5%,-4%,-5%,?
COCCOC(=O)c1c(N)n(Cc2ccco2)c2nc3ccccc3nc12,-9%,-17%,.,-2%,-12%,-14%,0%,-2%,11
O=C(Cn1cnc2ccccc2c1=O)NCCC(=O)N1CCC2(CC1)OCCO2,0%,6%,?,4%,16%,2%,-6%,0%,2
COc1cc(OC)c(OC)cc1/C=C1\C(=O)NC(=O)N(Cc2ccccc2)C1=O,0%,-10%,i,1%,4%,-15%,-6%,12%,-19
COc1cccc2c1cc([N+](=O)[O-])c1c(C(=O)O)cc3c(c12)OCO3,-7%,0%,?,-19%,1%,?,-1%,?,-58*
CN1C(=O)/C(=C/c2ccc(N3CCCCCC3)o2)C(=O)NC1=S,0%,-26%,?,-16%,0%,46%[activator],-3%,?,-2
O=C(Nc1ccc2c(c1)OCO2)c1cccn(Cc2cccc([N+](=O)[O-])c2)c1=O,.,-11%,i,-5%,.,-6%,.,.,.
COc1ccc2c(c1)CC1(CN2C)C(=O)NC(=O)N(c2ccc(F)cc2)C1=O (stereo not given),-15%,0%,i,-2%,-2%,1%,3%,8%,0
COC(=O)[C@@H]1N=C(c2ccc(OC)cc2)O[C@]12C(=O)N(Cc1ccccc1)c1ccccc12,-16%,12%,?,.,-18%,-31%,.,.,4
NS(=O)(=O)c1ccc(CCNc2ccn3nc(-c4cccc(C(F)(F)F)c4)cc3n2)cc1,-27%,0%,?,-20%,?,?,.,.,-20
O=C(c1cc2c(s1)-c1ccccc1OC2)N1CCC2(CC1)OCCO2,?,0%,i,-26%,?,9%,?,?,-7
CCOc1ccc(N=Cc2c(O)n(C(C)(C)C)c(=O)[nH]c2=O)cc1,3%,-5%,i,-19%,1%,3%,4%,?,?

# Taken from the listing, six compounds:
SMILES,HT1080 IDH1KD tx,KB-3-1 cytotox,ATXN viability,HepG2 tox,HT1080NT lethal,ATXN2 expr inh,SW480 rereplic,MCF10A rereplic,IL-1B inflam inh
O=C(Nc1ccc2c(c1)OCO2)c1cccn(Cc2cccc([N+](=O)[O-])c2)c1=O,.,-11%,i,-5%,.,-6%,.,.,.
COc1ccc2c(c1)CC1(CN2C)C(=O)NC(=O)N(c2ccc(F)cc2)C1=O (stereo not given),-15%,0%,i,-2%,-2%,1%,3%,8%,0
COC(=O)[C@@H]1N=C(c2ccc(OC)cc2)O[C@]12C(=O)N(Cc1ccccc1)c1ccccc12,-16%,12%,?,.,-18%,-31%,.,.,4
NS(=O)(=O)c1ccc(CCNc2ccn3nc(-c4cccc(C(F)(F)F)c4)cc3n2)cc1,-27%,0%,?,-20%,?,?,.,.,-20
O=C(c1cc2c(s1)-c1ccccc1OC2)N1CCC2(CC1)OCCO2,?,0%,i,-26%,?,9%,?,?,-7
CCOc1ccc(N=Cc2c(O)n(C(C)(C)C)c(=O)[nH]c2=O)cc1,3%,-5%,i,-19%,1%,3%,4%,?,?

# Following part
SMILES,HT1080 IDH1KD tx,KB-3-1 cytotox,ATXN viability,HepG2 tox,HT1080NT lethal,ATXN2 expr inh,SW480 rereplic,MCF10A rereplic,IL-1B inflam inh
Cc1nc2nc(SCC(=O)N3CCC4(CC3)OCCO4)nn2c(C)c1Cc1ccccc1,2%,?,i,-3%,4%,1%,-13%,19%,-3
CCCC[N+]1(C)C2CC(OC(=O)C(CO)c3ccccc3)CC1C1OC12 (stereo not given),16%,0%,i,4%,23%,-1%,-8%&-52%,1%&-10%,16
O=C(CN1CCOCC1)Nc1ccc(Br)cc1C(=O)c1ccccc1,1%[9.24 µM],-2%,i,-18%,-23%,-1%,-5%,6%,-18
NP(=O)(Oc1ccccc1Cl)Oc1ccccc1Cl,-3%,1%,i,-5%,-3%,-10%,-25%,0.65µM*,0
CCN1CCN(Cc2cccnc2)CC1,20%,-1%,?,3%,18%,-14%,-1%,0%,7
CCN(CC)c1ccc(/C=C2\C(=O)NC(=S)N(C)C2=O)o1,0%,-23%,?,-46%,1%,18%,-1%,?,?
COC(=O)c1ccc(COC(=O)c2nn(C)c(=O)c3ccccc23)cc1,4%,2%,i,5%,5%,.,-21%,-9%,19
O=C(Cn1ccc2ccccc2c1=O)NCC(=O)N1CCC2(CC1)OCCO2,3%,-1%,i,-38%,?,4%,-3%,2%,-2
Nc1ccc(Cl)c(Cl)c1,-12%,5%,?,-3%,-17%,-2%,-3%,-5%,13
CC(C)(O)C(Cl)(Cl)Cl,.,.,i,.,.,5%,1%,0%,.
CC(=O)OCC(=O)C1CCC2C3CC=C4CC(O)CCC4(C)C3CCC12C (stereo not given),-1%,0%,i,-4%,-28%,4%,-3%,4%,-2
Cc1ncc(CNC(=O)N(CCCl)N=O)c(N)n1,14%,-2%,i,18%,-8%,0%&12%,0%&-3%,0%&3%,3
COC(=O)C1=C(N)Oc2c(c(=O)oc3ccccc23)[C@]12C(=O)N(C)c1ccccc12,1%[9.24 µM],2%,i,-4%,16%,0%,-2%,0%,0
CCS(=O)(=O)N1CCCC(C(=O)N2CCC3(CC2)OCCO3)C1 (stereo not given),12%,6%,i,2%,25%,-4%,-5%,1%,13
C=C(C)[C@H]1Cc2c(ccc3c2O[C@@H]2COc4cc(OC)c(OC)cc4[C@@H]2C3=O)O1,.,.,?,.,.,?,?,3.9µM*!,.
CSc1ccccc1C(=O)C1CCCN(Cc2cccc(C)n2)C1 (stereo not given),?,-8%,i,-36%,?,?,?,2%,-75*
c1ccc(C(OCCN2CCN(c3ncccn3)CC2)c2ccccc2)cc1,-3%,-20%,i,-20%,3%,0%,1%,?,-76*
COc1ccc(C(=O)N2Cc3cnnn3-c3ccccc3C2C#N)cc1 (stereo not given),12%,11%,i,3%,16%,-2%,?,2%,0
CC/C=C/CC(=O)N[C@@H](c1ccccc1)[C@@H](O)C(=O)O[C@H]1C[C@@]2(O)[C@@H](OC(=O)c3ccccc3)C3[C@](C)(C(=O)[C@H](OC(C)=O)C(=C1C)C2(C)C)[C@@H](O)C[C@H]1OC[C@@]31OC(C)=O (stereo not given in full),0.0052µM*,0.58µM*,?,-3%,0.041µM*,1%,?,?,15
CN1CC=C(c2c[nH]c3ccccc23)CC1,5%,0%,i,-29%,-18%,-6%,4%,4%,-6
CCCCNC(=O)c1c(N)n(Cc2ccc3c(c2)OCO3)c2nc3ccccc3nc12,2%,-11%,i,-2%,-2%,0%,9%,6%,-30
Cc1cc(OCC(=O)N2CCN(CC(=O)N3CCOCC3)CC2)c(C(C)C)cc1Cl,0%,-8%,i,-36%,-6%,.,2%,26%,-17
CN1CCN(c2oc(-c3ccc(COc4ccccc4)o3)nc2C#N)CC1,.,-2%,?,-27%,.,-21%,.,.,.
COc1ccc(S(=O)(=O)NCc2ccc(C(=O)N3CCC4(CC3)OCCO4)cc2)cc1,5%,10%,i,-3%,6%,2%,-1%,?,0
O=C(Cc1ccccc1)Oc1ccc(N2C(=O)CCC2=O)cc1,24%,-1%,i,12%,5%,1%,-2%,-7%,-2
O=C1NC(=O)N(c2ccc3c(c2)OCO3)C(=O)/C1=C\c1ccc(-c2ccccc2C(=O)O)o1,-2%,-1%,i,3%,8%,-12%,-1%,-7%,-4
